SW480 rerep – A quantitative high throughput screen for small molecules that induce DNA re-replication in SW480 colon adenocarcinoma cells. SW480 DNA re-replication, Hoechst DNA content imaging, 48 h. Potency, µM (doses to about 46.1 µM), for the others: at the top dose re-replication activation, actives largely listed as activators. 340,000 tested, 1.8% active; also: potency is read from the fitted curve at half-maximal effect; % of control where 0% means no effect; nearly all actives have a fitted effect of over 55% in size
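Hoechst fluorescence of nuclei (405 nm excitation, 500-530 nm emission) measured by plate-scanning imager after 48 hr compound exposure at 37 C; re-replication scored as increased number of nuclei with elevated intensity.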
HT1080NT lethal – qHTS for induction of synthetic lethality in tumor cells producing 2HG: qHTS for the HT-1080-NT fibrosarcoma cell line. HT-1080-NT fibrosarcoma viability, CellTiter-Glo ATP luminescence, 48 h. 360,000 tested, 1.6% active. Potency, µM (top dose mostly 46.1 µM), inactives show top-dose activity, negative = less viability, hits mostly cytotoxic;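 also: NT is the 2HG producing partner of a matched IDH1 knockdown line; potency is read from the fitted curve at half-maximal effect; 0% = DMSO-treated cells and -100% = media-only wells without cells; nearly all actives have a fitted effect of over 55% in size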
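Toxicity toward the 2HG-producing NT line was scored as %Activity, normalised to DMSO and no-cell wells, from CellTiter-Glo luminescence after 48 hours' treatment.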
MCF10A rereplic – A quantitative high throughput screen for small molecules that induce DNA re-replication in MCF 10a normal breast cells. MCF 10A DNA re-replication, Hoechst nuclear intensity, 48 h. Potency, µM (doses to about 46.1 µM), for the others: at the top dose activity, positive = re-replication, usual class: activators. AID 624296, 2012. 350,000 tested, 2.9% active; also: potency is read from the fitted curve at half-maximal effect; % of control where 0% means no effect; nearly all actives have a fitted effect of over 50% in size
ATXN2 expr inh – Primary qHTS for Inhibitors of ATXN expression; 360,000 tested, 0.72% active; Potency, µM (highest dose often 57 µM), for inactives: at the top dose activity change, negative = inhibition, hits mostly inhibitors; HEK-293 ATXN2-luciferase reporter, luminescence, 24 h; also: potency is read from the fitted curve at half-maximal effect; % is scaled to controls: 0 for no effect and ±100 for the full control effect; nearly all actives have a fitted effect of over 55% in size
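qHTS (up to 57 uM final) was run with 24 h compound exposure of reporter cells at 37 °C. Each well was multiplexed: SteadyGlo luminescence measured ATXN2-luciferase expression after a fluorogenic Gly-Phe-AFC viability readout (25 uM final).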
KB-3-1 tox – qHTS assay for MDR1-selective chemotherapeutics: Primary screen using the parental adenocarcinoma cell KB-3-1 | KB-3-1 viability, CellTiter-Glo ATP luminescence, 72 h | Potency, µM (highest dose often 46.1 µM), for inactives: at the top dose activity change, negative = cytotoxic, most hits filed as cytotoxic | 400,000 tested, 1.4% active | AID 1347075, 2019; also: potency is read from the fitted curve at half-maximal effect; % is scaled to controls: 0 for no effect and ±100 for the full control effect; nearly all actives have a fitted effect of over 60% in size
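Viability of parental KB-3-1 cells, measured by CellTiter-Glo luminescence, followed a 72 h incubation at 37 °C with pinned compounds in phenol-red-free DMEM containing 10% FBS.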
IL1B secr inh – qHTS for Inhibitors of Inflammasome Signaling: IL-1-beta AlphaLISA Primary Screen. THP-1 LPS/ATP IL-1B secretion, AlphaLISA, 16 h; hits give low values. activity change, % at 57.5 µM. 360,000 tested, 4.7% active. AID 743279, 2014; in the data active = activity change below about -50%; inconclusive = mostly about -30% to -49%; also: % is scaled to controls: 0 for no effect and ±100 for the full control effect
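THP-1 cells pretreated 1 hr with compounds (up to 57.5 uM final), then stimulated with LPS (250 ng/mL final) plus ATP (1.25 mM final); secreted IL-1B measured by AlphaLISA after 16 hr, decreased signal indicating inhibition.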
KB-V1 cytotox – qHTS assay for MDR1-selective chemotherapeutics: Primary screen using the drug-selected MDR subline cells KB-V1; 400,000 tested, 3.4% active; Potency, µM (top dose mostly 46.1 µM), without a hit: at the top dose activity change, negative = cytotoxicity, usual class: cytotoxic; KB-V1 MDR cells viability, CellTiter-Glo, 72 h; AID 1347076, 2019; also: potency is read from the fitted curve at half-maximal effect; % is scaled to controls: 0 for no effect and ±100 for the full control effect; nearly all actives have a fitted effect of over 60% in size
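Cells of the MDR subline KB-V1 are plated, dosed with compound at multiple concentrations, and incubated 72 h at 37 degrees C; CellTiter-Glo is then added and luminescence read after 10 min.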
WRN helicase inh – qHTS for Inhibitors of WRN Helicase; Bifunctional 3'-5' exonuclease/ATP-dependent helicase WRN (Homo sapiens), Q14191; WRN helicase unwinding, fluorescent forked duplex, kinetic; Potency, µM (top dose mostly 114 µM), inactives show at the highest dose activity change, negative = inhibition, most hits filed as inhibitors; 360,000 tested, 0.46% active; also: potency is read from the fitted curve at half-maximal effect; % is scaled to controls: 0 for no effect and ±100 for the full control effect; nearly all actives have a fitted effect of over 55% in size
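Kinetic red-fluorescence monitoring (525/598 nm) tracks WRN helicase activity after 100 nM fluorophore-quencher forked duplex and 2 mM ATP are added to 20 nM enzyme pretreated 15 min at room temperature with compound.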
HT1080 IDH1KD tx – qHTS for induction of synthetic lethality in tumor cells producing 2HG: qHTS for the HT-1080-IDH1KD cell line | Potency, µM (doses to about 46.1 µM), for inactives: top-dose activity, negative = toxicity, actives largely listed as cytotoxic | 360,000 tested, 2% active | HT-1080 IDH1 knockdown viability, ATP luminescence, 48 h;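 also: potency is read from the fitted curve at half-maximal effect; 0% = DMSO wells and -100% = cell-free medium wells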
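HT-1080-IDH1KD cells (IDH1 knocked down), 750/well in RPMI with 5% FBS, treated with compound 48 h at 37 degrees C. Viability by CellTiter-Glo luminescence, normalised to DMSO and no-cell wells; concentration-response curves classed.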
Active calls of the source: *; ? = inconclusive; . = not tested or not shown; & = joins results of further samples; [ ] = another dose, or the depositor's remark. Unless noted, calls follow the shape of the dose curve; as a rule, active = well fitted curve in the direction sought with a large enough effect; inconclusive = small, poorly fitted or top-dose-only effect, or another doubt; inactive = no such curve, though single readings can be large; an effect the other way counts as inactive or inconclusive.

SMILES	SW480 rerep	HT1080NT lethal	MCF10A rereplic	ATXN2 expr inh	KB-3-1 tox	IL1B secr inh	KB-V1 cytotox	WRN helicase inh	HT1080 IDH1KD tx
CCCCOC(=O)C(C)Oc1ccc(=O)n(-c2ccccc2)n1 (stereo unspecified)	1%	0%	3%	-9%	-4%	48	-20%	-4%	-1%
CCCN1C(=O)COc2ccc(C(=O)c3ccccc3C(=O)O)cc21	-2%	-2%	-2%	15%	14%	5	1%	-10%	10%
CCC1(c2ccccc2)C(=O)N=C(N)N(C#N)C1=O (stereo unspecified)	-7%	-2%	?	1%	.	4	.	-27%	1%
CCN([C@H](CO)C(C)C)S(=O)(=O)c1ccccc1Br	-16%	2%	-19%	8%	6%	11	0%	2%	0%
Cc1nn(C(C)C(=O)NCCCc2ccccc2)c(=O)c2nn(-c3ccccc3)c(C)c12 (stereo unspecified)	-7%	-10%	7%	-23%	0%	-9	?	-1%	-4%
O=S(=O)(c1c(Cl)sc(Cl)c1Br)N1CCCC1	-3%	-1%	-8%	.	2%	14	0%	1%	-2%
CCn1c(SCC(=O)Nc2cc(OC)ccc2OC)nnc1C1CCCCC1	-3%	-11%	?	1%	-2%	-24	?	-4%[57.1 µM]	-5%[9.24 µM]
O=C1CC(c2ccc(Cl)cc2)CC(=O)C1CS(=O)(=O)c1ccccc1 (stereo unspecified)	-4%	-7%	?	6%	0%	-58*	4%	-7%[57.1 µM]	0%
CC(=O)C(C)Sc1nnc(-c2ccccc2F)n1C1CC1 (stereo unspecified)	2%	1%	0%	4%	22%	-14	4%	6%	-2%
COC(=O)Cc1c(C)nc2nc(NCc3ccc(Cl)cc3)[nH]n2c1=O	-13%	11%	6%	1%	14%	22	0%	8%	8%
CCc1ccccc1NC(=O)CSc1nc(C)c(C)o1	-6%	4%	-1%	-10%	10%	29	-7%	4%	12%
CCc1cc2c(=O)n(Cc3ccco3)c(SCC(=O)NC3CCS(=O)(=O)C3)nc2s1 (stereo unspecified)	-7%	19%	9%	12%[11.3 µM]	2%	-8	29%	-8%	1%
Cc1ccc(CN2CCN(CC(=O)NC(C)c3ccc4c(c3)OCCO4)C2=O)cc1 (stereo unspecified)	-9%	4%	3%	-16%	1%	-10	-29%	-1%	-2%
CC(C)(C)n1nnnc1C(c1ccc2ncccc2c1)N1CCSCC1 (stereo unspecified)	0%	6%	15%	-9%	5%	-23	?	-15%	-1%
CC(C)CN(C(=O)CCCc1nc2ccccc2c(=O)[nH]1)c1c(N)n(Cc2ccccc2)c(=O)[nH]c1=O	1%	-1%	-3%	10%	5%	-4	-1%	-1%	5%
Cn1c(CN2CCCC2)nc2cc(NC(=O)c3ccc(Cl)cc3)ccc21	-2%	?	?	-4%	-14%	-9	?	10%	-21%
C=CC1CN(CC(=O)OC)S(=O)(=O)c2ccccc21 (stereo unspecified)	-20%[9.22 µM]	11%	-1%	8%	3%	13	1%	-3%	4%
COc1ccccc1N1CC(C(=O)NC2CCCCCC2)CC1=O (stereo unspecified)	2%	15%	0%	-12%	-7%	19	2%	1%	8%
Cc1ccc(S(=O)(=O)N2CCC3(CC2)OCCN3S(=O)(=O)c2c(C)cc(C)cc2C)cc1	-48%[inhibitor]	11%	?	-9%	-9%	28	-30%	-17%	-1%
Cc1ccc([N+](=O)[O-])cc1NCC(=O)NN	0%	0%	0%	-20%	-3%	-21	0%	-8%	-2%
O=C(NCC(=O)N1CCN(C(c2ccccc2)c2ccccc2)CC1)c1ccccc1Br	.	-14%	.	.	?	5	-30%	-10%	-19%
COc1ccccc1Nc1nnc(SCC(=O)NC2CCCC2)s1	-24%	-6%[9.24 µM]	3%	3%	4%	-4	-7%	2%	1%
COCCc1nn2c(=O)cc(COC(=O)c3cc(OC)c(OC)c(OC)c3)nc2s1	-25%	1%	0%	-8%	?	-18	-18%	1%	0%
COc1ccc(N2CCN(C(=O)CSc3nc4[nH]ncc4c(=O)n3-c3ccc(Br)cc3)CC2)cc1	-1%	-27%	2%	.	-15%	-24	-5%	-9%	-26%

One compound at a time (already shown).
Profile of COc1ccccc1Nc1nnc(SCC(=O)NC2CCCC2)s1 → SW480 rerep = -24%; HT1080NT lethal = -6%[9.24 µM]; MCF10A rereplic = 3%; ATXN2 expr inh = 3%; KB-3-1 tox = 4%; IL1B secr inh = -4; KB-V1 cytotox = -7%; WRN helicase inh = 2%; HT1080 IDH1KD tx = 1%
Profile of Cc1ccc(S(=O)(=O)N2CCC3(CC2)OCCN3S(=O)(=O)c2c(C)cc(C)cc2C)cc1 → SW480 rerep = -48%[inhibitor]; HT1080NT lethal = 11%; MCF10A rereplic = ?; ATXN2 expr inh = -9%; KB-3-1 tox = -9%; IL1B secr inh = 28; KB-V1 cytotox = -30%; WRN helicase inh = -17%; HT1080 IDH1KD tx = -1%
Profile of COCCc1nn2c(=O)cc(COC(=O)c3cc(OC)c(OC)c(OC)c3)nc2s1 → SW480 rerep = -25%; HT1080NT lethal = 1%; MCF10A rereplic = 0%; ATXN2 expr inh = -8%; KB-3-1 tox = ?; IL1B secr inh = -18; KB-V1 cytotox = -18%; WRN helicase inh = 1%; HT1080 IDH1KD tx = 0%

Continuation.
SMILES	SW480 rerep	HT1080NT lethal	MCF10A rereplic	ATXN2 expr inh	KB-3-1 tox	IL1B secr inh	KB-V1 cytotox	WRN helicase inh	HT1080 IDH1KD tx
O=C(NCc1ccccc1)c1onc(CSc2ccc(F)c(F)c2)c1C(=O)NCc1ccccc1	-5%	0%	?	8%	5%	-2	11%	-3%	24%
O=C(N[C@@H](Cc1ccccc1)C(=O)O)c1ccc(C(F)(F)F)cc1	-3%	8%	-30%[inhibitor]	-8%	13%	16	14%	11%	3%
CC1CN(S(=O)(=O)c2cccc(C(=O)Nc3ccc4c(c3)CCC4)c2)CC(C)O1 (stereo unspecified)	-2%	-16%	13%	7%	-29%	?	?	-11%	-7%
COc1ccccc1CNC(=O)C1CCC(CNc2c(N3CCOCC3)c(=O)c2=O)CC1 (stereo unspecified)	-5%	11%	-1%	-3%	3%	2	2%	11%	3%
CCOc1ccc(C(C)(C)C)cc1S(=O)(=O)Nc1ccncc1	-10%	4%	-2%	9%	-18%	0	-7%	3%	0%
CC1(C)NC(=O)N(CC(O)COc2ccccc2C(=O)N2CCCCC2)C1=O (stereo unspecified)	0%	9%	-10%	0%	17%	19	2%	4%[57.1 µM]	15%
Cc1nonc1CN(C)C(=O)CC1C(=O)NCCN1Cc1cccc(C(F)(F)F)c1 (stereo unspecified)	-9%	1%	9%	-9%	2%	-3	11%	-4%	-1%
CCc1cc(=O)oc2cc(OCC(=O)NCCCN3CCCC3=O)ccc12	-3%	10%	-3%	-7%	-2%	9	6%	1%	14%
Cc1cccc(C(=O)Nc2nnc(Cc3c[nH]c4ccccc34)s2)c1	27%	0%	?	0%	0%	-12	-15%	-22%	?
COc1cc2c(cc1NC(=O)Nc1cccc(C)c1)oc1ccccc12	?	1%	-5%	-4%	9%	-8	5%	-4%	-7%
CN1C2CCC1/C(=C/c1cccn1C)C(=O)/C2=C\c1cccn1C	?	4%	12%	-31%	-2%	-15	-29%	-29%	-1%
CCc1cccc(OCCCn2ccnc2)c1	-3%	-7%	-1%	-9%	-2%	?	0%	-6%	8%
CCc1nc2c(OCc3ccc(F)c(F)c3)cccn2c1N(C)C(=O)c1ccc(C)cc1	.	-25%	.	-28%	-2%	-15	?	-13%	-4%
O=C(NCC1COCCO1)c1ccc2nc(Cc3cccc(Cl)c3)oc2c1 (stereo unspecified)	8%	-1%	3%	15%	-8%	-7	?	-6%	-1%
COc1cc(NC(=O)CCn2c(=O)oc3ccccc32)cc(OC)c1OC	-25%	3%	-20%	4%&6%	10%&-1%	23	3%&0%	6%	5%
CC(O)/C=C/c1ccc2ccccc2n1 (stereo unspecified)	?	?	18µM*	67%[activator]	?	-96*	?	4%	11µM*
Cc1noc(C)c1CSc1nc2ccccc2n1CCc1ccccc1	13%	1%	17%	-1%	?	?	?	-5%	-4%
CN(C)c1ccc(/C=N/NC(=O)COc2ccccc2)cc1	0%	28%	1%	17%	16%	-22	?	-7%	28%
O=S(=O)(NCCc1ccccn1)c1cccs1	-1%[9.22 µM]	0%	-1%	5%	-1%	20	3%	2%	6%
CCN(CC)C(=O)Nc1ccc(C(=O)OC)cc1	-2%	5%	8%	11%	-6%	-11	-4%	-5%	1%
COc1ccccc1N(CC(=O)N1CCOCC1)S(C)(=O)=O	?	4%	-3%	-1%	3%	11	?	-27%	11%
COc1ccc(-c2cc3nc(C)cc(N4CC(C)CC(C)C4)n3n2)cc1 (stereo unspecified)	?	16%	?	-17%	14%	-12	-39%	-7%	-2%[9.24 µM]
O=C(O)c1cc(NC(=O)C2CCCO2)cc(NC(=O)C2CCCO2)c1 (stereo unspecified)	?	3%	?	-6%	-13%	-1	3%	0%	0%
O=C(N/C(=C/c1cccc([N+](=O)[O-])c1)C(=O)N1CCOCC1)c1ccccc1Br	12%	0%	0%	1%	.	14	.	-28%	-11%
CC(C)(C)NC(=O)Cn1c(SCC(=O)NC2CCCC2)nc2ccccc21	-5%	-13%	5%	7%	11%	9	-3%	0%	-6%
Cc1ccc(CNC(=O)C(OC(=O)c2ccco2)C(C)C)cc1 (stereo unspecified)	-1%	13%	1%	-2%	9%	-11	?	9%	4%
Nc1cc(N)nc(SCC(=O)NCc2ccc3c(c2)OCO3)n1	-4%	4%	-3%	5%	24%	-4	7%	4%	2%

Screening data as filed in PubChem.
